Screens as filed in PubChem.
CDK5 inh – CDK5/p35 (human) kinase inhibition | Q00535+Q15078 | Recombinant CDK5/p35, ADP-Glo luminescence, 60 min | inhibition, % at 10 µM | hit rate 0.01% among 330,000 | AID 488839;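 active means highest replicate inhibition of at least 50% and at least 75% of replicates reaching 50%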;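 further: plate controls were DMSO neutral control for no effect and GW8510 at 10 µM for full effect; many of its hits are not listed in these tables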
Target sequence (Q00535 whole entry, looked up): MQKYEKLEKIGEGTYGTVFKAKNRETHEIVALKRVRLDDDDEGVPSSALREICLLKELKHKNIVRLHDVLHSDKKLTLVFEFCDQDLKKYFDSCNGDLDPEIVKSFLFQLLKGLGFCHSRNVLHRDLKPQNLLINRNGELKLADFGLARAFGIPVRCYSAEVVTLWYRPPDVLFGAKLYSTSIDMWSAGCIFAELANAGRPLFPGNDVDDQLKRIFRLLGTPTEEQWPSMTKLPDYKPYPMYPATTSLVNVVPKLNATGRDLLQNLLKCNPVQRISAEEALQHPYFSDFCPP
Target sequence (Q15078 whole entry, looked up): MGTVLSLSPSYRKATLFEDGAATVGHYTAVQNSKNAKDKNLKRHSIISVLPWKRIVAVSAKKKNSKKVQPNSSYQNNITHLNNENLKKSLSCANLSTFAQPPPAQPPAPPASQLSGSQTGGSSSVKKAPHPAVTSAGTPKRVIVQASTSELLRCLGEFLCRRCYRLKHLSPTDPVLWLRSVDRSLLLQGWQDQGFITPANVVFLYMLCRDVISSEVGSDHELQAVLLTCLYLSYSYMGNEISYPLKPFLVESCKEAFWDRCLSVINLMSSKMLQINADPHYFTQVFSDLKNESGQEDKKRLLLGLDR
NSD2 HMT inh – inhibitors of human histone methyltransferase NSD2; O96028; NSD2 peptide methylation, AlphaScreen, 120 min; inhibition, % at 12.5 µM; hit rate 0.54% among 310,000; in the data active means inhibition above about 50%
MITF TRPM1 HTS – MITF TRPM1 promoter activation in melanoma cells; hit rate 0.75% among 300,000; AID 588334; activation, % at 12.5 µM; SK-MEL-5 TRPM1-promoter luciferase, 24 h; % of positive control, neutral wells = 0;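 active means mean activation of at least 80% with every replicate also reaching 80%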;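 further: 0% = neutral control wells and 100% = parthenolide positive control wells; values of inactives mirror those of a sister screen read the other way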
PKA-R1A activ – PKA-R1A complex activation | PKA-R1A dissociation, Cy5-IP20 fluorescence polarization; scaled: DMSO 0%, 113 µM cGMP 100% | activation, % at 11.4 µM | hit rate 0.083% among 340,000;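 active means percent activation above the mean of all tested compounds plus 3 SD, cut at about 19% in these data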;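 further: higher means more PKAc released from R1A so a rise in polarization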
SR-BI uptake up – activators of SR-BI mediated HDL lipid uptake; AID 504775; activation, % at 12.5 µM; hit rate 0.096% among 320,000; CHO ldlA[mSR-BI] cells, DiI-HDL uptake fluorescence, 3 h; 100 = double the neutral-control signal;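 active means mean replicate activation of at least 60% and every replicate at or above 60%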;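 further: 0% = median plate neutral-control signal and 100% = twice that signal; values of inactives mirror those of a sister screen read the other way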
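System: LDL receptor-deficient CHO ldlA cells overexpressing murine SR-BI | Timing: 3 h uptake period with compound, 37 °C | Medium: HEPES-buffered (25 mM, pH 7.4) F12 plus 0.5% BSA | Dosing: Single-point compound dose | Signal: Bottom-read fluorescence, 550/595 nm | Read-out: Retained DiI signal reflecting DiI-HDL uptake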
PKA-R2B act – PKA-R2B complex activation; P22694+P31323; PKA-R2B holoenzyme dissociation, Cy5-IP20 fluorescence polarization; R2B truncated from residue 108, S112A mutant; 0% DMSO only, 100% 113 µM cGMP; activation, % at 11.4 µM; hit rate 0.079% among 340,000;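 active means activation above a cutoff set at the mean over all compounds plus 3 SD, cut at about 18% in these data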;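 further: higher means more holoenzyme dissociation and a rise in polarization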
SUMO Mot1 rescue – SUMOylation pathway inhibition by Mot1-301 growth rescue; S. cerevisiae Mot1-301 growth rescue, ATP luminescence, 38.5C; percent above DMSO median, 100 means doubled; growth rescue, % at 18.8 µM; hit rate 1% among 320,000;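 active means every valid replicate shows activation above 250% relative to neutral control wells; inactive means the rest, any valid replicate at or below 250%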;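 further: OY570 slx delta 5 strain wells were the positive control but not used for scaling; some compounds called inactive have numbers as strong as hits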
SR-BI DiI inh – inhibitors of mouse SR-BI mediated HDL lipid uptake. hit rate 0.96% among 320,000. inhibition, % at 12.5 µM. ldlA[mSR-BI] CHO cells, DiI-HDL uptake fluorescence, 3 h. Q61009. AID 488896;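 active means mean replicate inhibition of at least 70% and a set share of replicates each scoring 70 or more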;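 further: 0% = median of neutral control wells and 100% = median of positive control wells; values of inactives mirror those of a sister screen read the other way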
Target sequence (Q61009 whole entry, looked up): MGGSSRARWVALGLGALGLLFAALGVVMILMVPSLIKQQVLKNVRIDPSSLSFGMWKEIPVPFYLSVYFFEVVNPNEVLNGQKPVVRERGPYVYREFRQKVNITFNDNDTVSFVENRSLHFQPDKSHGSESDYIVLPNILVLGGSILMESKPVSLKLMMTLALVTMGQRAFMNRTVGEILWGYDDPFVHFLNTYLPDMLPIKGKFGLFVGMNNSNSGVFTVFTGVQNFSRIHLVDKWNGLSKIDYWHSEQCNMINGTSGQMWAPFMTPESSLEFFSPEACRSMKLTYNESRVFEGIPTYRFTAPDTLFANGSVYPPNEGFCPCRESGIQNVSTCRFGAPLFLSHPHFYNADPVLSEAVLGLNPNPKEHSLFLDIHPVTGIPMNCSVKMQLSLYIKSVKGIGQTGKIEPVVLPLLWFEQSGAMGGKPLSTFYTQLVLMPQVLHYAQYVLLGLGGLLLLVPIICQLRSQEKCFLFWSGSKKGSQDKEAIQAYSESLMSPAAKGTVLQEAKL
Arrestin-AP2 inh – blocks beta-arrestin peptide binding to AP2 adaptin | FITC-arrestin peptide / GST-AP2 beads, flow cytometry; AP2 beta2 appendage carries R879A mutation | inhibition, % at 10 µM | hit rate 0.31% among 340,000 | AID 504490;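 active means inhibition above a set limit, near 3 SD of compounds lacking own fluorescence, cut at about 54% in these data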;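 further: plate controls were DMSO wells for no effect and 5 µM unlabelled arrestin peptide for full effect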
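System: GST-tagged AP2 beta2-adaptin appendage (R879A) on 4 µm glutathione beads / Reagent: FITC-arrestin peptide, 50 nM / Detection: HyperCyt-sampled flow cytometry, FL1 channel, ex 488/em 535 nm / Timing: 12 min plus 1 h, RT / Buffer or medium: PBS plus Tween 20 (0.05%) and BSA (0.1%)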
dFosB activator – activators of mouse delta FosB homodimer; P13346; activation, % at 25 µM; hit rate 0.99% among 340,000; purified delta FosB, TAMRA-CDK5 oligo fluorescence polarization; percent of positive-control signal above neutral wells;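 active means mean activation above about 17%, with every replicate also reaching it, limit read from the data, passing the limit was not always enough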;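 further: fluorescence polarization rise as delta FosB binds a TAMRA Cdk5 AP-1 oligo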
DSG3 Ab inh – inhibitors of pemphigus antibody binding to human desmoglein-3. P32926. DSG3-coupled beads, scFv-anti-DSG3-GFP binding, flow cytometry; hits give low values. binding (percent of control), % at 10 µM. hit rate 0.48% among 310,000. AID 588358;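 active means binding more than 3 SD below its plate's average and above zero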;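 further: hits lower antibody fragment binding to DSG3; some compounds called inactive have numbers as strong as hits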
Numbers without * were called inactive; . = no result given.

SMILES	CDK5 inh	NSD2 HMT inh	MITF TRPM1 HTS	PKA-R1A activ	SR-BI uptake up	PKA-R2B act	SUMO Mot1 rescue	SR-BI DiI inh	Arrestin-AP2 inh	dFosB activator	DSG3 Ab inh
O=C1CC(c2ccccc2Cl)CC(O)=C1C=Nc1ccccc1 (configuration not stated)	1.6	-4.7	3.4	4.6	-13.3	3.9	28.1	13.3	-3.7	-8.7	113.8
CN(C)C(CNc1ncnc2sccc12)c1cccs1 (configuration not stated)	-3.2	7.2	-7.0	-1.3	32.9	-7.2	.	-32.9	-10.3	-1.3	100.1
COc1cc2c(cc1OC)CN(C(=O)/C=C/c1cccc([N+](=O)[O-])c1)CC2	0.3	0.6	.	5.3	.	1.4	-8.8	.	-8.8	-8.6	97.4
CCOc1cc(/C=N/NC(N)=S)cc(Br)c1OCc1ccccc1C	.	-1.7	-6.4	-0.9	-45.1	-7.0	17.3	45.1	-7.5	3.8	.
COc1cc(NC(=O)COC(=O)/C=C/c2ccc(Cl)cc2Cl)cc(OC)c1	0.0	-2.2	5.1	3.8	2.0	-9.5	0.1	-2.0	1.4	-9.9	95.8
CC(C)CNC(=O)c1ccccc1-c1ccccc1C(=O)O	0.8	-2.4	.	1.9	9.4	-6.2	-1.4	-9.4	9.7	-3.6	.
N#Cc1cnn2c1nc(N1CCOCC1)c1ccccc12	-0.9	.	-27.2	-7.2	-12.3	1.8	.	12.3	-4.5	-3.2	96.7
COc1ccc(Nc2ccccc2NC(=O)c2ccccc2Br)cc1	2.2	4.0	1.5	5.8	-14.8	-2.8	4.1	14.8	20.6	-4.3	103.7
CC(NC(=O)c1cccc(F)c1)C1CC2CCC1C2 (configuration not stated)	-1.9	1.6	.	7.0	-4.0	-12.7	10.4	4.0	42.5	6.6	115.0
O=C(Oc1ccccc1/C=C\C(=O)c1cc2ccccc2o1)c1cccc(F)c1	0.0	1.0	10.8	-1.4	-31.9	4.8	-18.2	31.9	13.8	-5.0	99.7
Nc1nonc1OCCOCCOCCOc1nonc1N	3.2	-2.2	2.2	-6.2	12.0	3.8	.	-12.0	-19.8	-2.3	102.5
O=C(O)c1ccc(NCc2nc3ccccc3n2Cc2ccccc2)cc1	0.7	-20.4	0.5	-8.1	.	3.5	-2.9	.	2.4	0.5	97.7
CN(C)S(=O)(=O)c1ccc(Cl)c(NC(=O)COC(=O)CNS(=O)(=O)c2c(F)cccc2F)c1	-0.9	0.1	8.4	-5.1	12.3	-0.3	.	-12.3	-6.0	-4.4	.
O=C(C[n+]1cc(-c2ccccc2)n2c1CCCCC2)c1ccc(Cl)cc1	-1.3	0.9	-12.2	4.4	2.1	-1.6	76.5	-2.1	2.7	-6.6	94.7
O=C(NCc1ccco1)C1CC2CCC1C2 (configuration not stated)	-1.1	-0.8	-7.4	19.7*	5.6	2.3	9.6	-5.6	7.5	-8.7	100.8
Cc1cccc(N2CC(C(=O)Nc3nnc(SCC(=O)NCC4CCCO4)s3)CC2=O)c1 (configuration not stated)	-1.9	1.3	3.9	1.4	21.9	-7.8	-8.6	-21.9	-8.6	-13.7	96.5
Nc1c(C2=NCCO2)nnn1Cc1ccccc1	0.6	2.5	-5.7	2.7	6.4	4.6	-4.5	-6.4	18.9	1.5	99.0
Cc1ccc(NC(=O)c2ccccc2N(C)S(=O)(=O)c2ccccc2)c(C)c1	0.6	-3.8	-4.1	3.2	-11.5	2.9	-6.3	11.5	4.5	-3.7	113.4
COc1ccc(C2=NNC(=Nc3cc(S(=O)(=O)N(C)C)ccc3C)SC2)c(OC)c1	-0.1	.	-22.1	-3.8	.	-12.7	.	.	9.4	-9.9	89.9
CN(c1ccc(C(=O)N2CCCCCC2)cc1)S(=O)(=O)c1ccccc1	0.2	-0.6	3.7	2.7	-4.4	-8.9	4.4	4.4	-4.4	-5.6	98.1
O=C1CCCCC(=O)N(c2ccccc2)c2ccccc21	-0.1	-1.5	8.4	3.6	-4.3	3.9	17.6	4.3	-0.8	2.4	98.9
O=C(NCCS(=O)(=O)NC1CCCCC1)c1ccc2c(c1)OCO2	-0.5	-0.6	2.6	-13.5	27.7	-5.7	-10.2	-27.7	-10.7	5.2	104.6
Cc1ccc(C)c(S(=O)(=O)N2CCCCC2CCNC(=O)C(=O)NCc2ccncc2)c1 (configuration not stated)	-0.2	0.7	-14.4	-9.2	40.8	-8.7	-25.9	-40.8	9.4	-8.5	109.7
CC1(C(=O)O)COC(c2ccc(Cl)cc2)OC1 (configuration not stated)	0.7	.	6.2	-1.5	0.8	-2.7	-0.3	-0.8	0.5	0.0	102.6
N#Cc1nc(-c2ccco2)oc1N1CCN(Cc2ccccc2)CC1	1.1	6.0	1.0	-1.0	3.1	6.6	-13.3	-3.1	5.8	-1.0	100.5
NC(=O)Cc1nc(-c2ccc(F)cc2)cs1	-1.2	-1.9	.	0.4	-1.2	-6.1	33.4	1.2	28.9	-4.8	.
COc1ccc(N2CCN(C(=O)CSc3nnc4c5cc(C)ccc5n(C)c4n3)CC2)cc1	1.1	.	-8.9	-4.1	10.1	8.1	4.6	-10.1	6.3	-11.6	98.9
O=C(O)c1cc2cc(F)ccc2[nH]1	0.5	.	-18.8	-5.1	20.3	-3.4	15.3	-2.6	2.6	0.4	117.4
COc1ccc(C(=O)CSc2nnc3ccc(-c4ccccn4)nn23)cc1	0.7	-1.8	33.0	0.0	.	9.8	745.1*	.	-13.6	3.0	100.4
O=C(/C=C1\SC(=O)N(CC(=O)Nc2ccc(F)cc2)C1=O)Nc1ccc(Cl)cc1	1.1	-3.5	20.3	-2.8	18.5	-6.7	-4.4	-18.5	1.2	1.2	100.6

Structures above with bromine, in the order listed:
SMILES	CDK5 inh	NSD2 HMT inh	MITF TRPM1 HTS	PKA-R1A activ	SR-BI uptake up	PKA-R2B act	SUMO Mot1 rescue	SR-BI DiI inh	Arrestin-AP2 inh	dFosB activator	DSG3 Ab inh
CCOc1cc(/C=N/NC(N)=S)cc(Br)c1OCc1ccccc1C	.	-1.7	-6.4	-0.9	-45.1	-7.0	17.3	45.1	-7.5	3.8	.
COc1ccc(Nc2ccccc2NC(=O)c2ccccc2Br)cc1	2.2	4.0	1.5	5.8	-14.8	-2.8	4.1	14.8	20.6	-4.3	103.7

PKA-R1A activ, hit marks shown above.
SMILES	CDK5 inh	NSD2 HMT inh	MITF TRPM1 HTS	PKA-R1A activ	SR-BI uptake up	PKA-R2B act	SUMO Mot1 rescue	SR-BI DiI inh	Arrestin-AP2 inh	dFosB activator	DSG3 Ab inh
O=C(NCc1ccco1)C1CC2CCC1C2 (configuration not stated)	-1.1	-0.8	-7.4	19.7*	5.6	2.3	9.6	-5.6	7.5	-8.7	100.8

More records:
SMILES	CDK5 inh	NSD2 HMT inh	MITF TRPM1 HTS	PKA-R1A activ	SR-BI uptake up	PKA-R2B act	SUMO Mot1 rescue	SR-BI DiI inh	Arrestin-AP2 inh	dFosB activator	DSG3 Ab inh
Cc1ccc(-n2nc3c(c2NC(=O)C(C)(C)C)CSC3)c(C)c1	10.4	-1.1	-3.8	-2.6	17.9	-7.3	-20.1	-17.9	21.6	3.4	97.3
O=C(CCCOc1ccc(Cl)cc1Cl)N1CCN(c2ccccn2)CC1	-0.3	-0.7	5.3	-4.6	6.3	-2.2	63.2	-6.3	20.1	-7.3	98.3
CC(C)(C)c1nnc(N/N=C/c2cc(Br)ccc2O)n(N)c1=O	1.0	-5.1	-67.1	6.9	-115.1	-2.8	45.2	115.1*	33.4	9.8	113.9
O=C(OCC(=O)c1c[nH]c2ccccc12)c1ccc(Br)o1	-1.2	-1.2	27.7	-0.3	20.4	-7.7	2.0	-20.4	-13.9	-3.0	98.3
O=C(N/N=C/c1c[nH]c2ccccc12)c1cc(-c2cccc3ccccc23)n[nH]1	-0.2	-0.8	-15.4	-6.0	-56.6	-7.0	8.4	56.6	-5.6	10.5	86.5
N#Cc1c(N)n(CCc2ccc(F)cc2)c2nc3ccccc3nc12	-0.7	-0.5	7.6	-16.5	-25.7	-11.5	-6.5	25.7	-4.1	10.4	107.5
CC1(C)Oc2ccc3ccc(=O)oc3c2C[C@H]1O[C@@H]1O[C@H](CO)[C@@H](O)[C@H](O)[C@H]1O	0.3	.	4.8	-2.2	29.4	-4.7	-15.9	-29.4	4.8	-2.4	99.4
C#CCOCCOCCOCCNc1nc(N2CCN(C(=O)[C@H](CCCCN)n3cc([C@@H](N)[C@H](C)CC)nn3)CC2)nc(N2CCN(C(=O)[C@H](CCCCN)n3cc([C@@H](N)CC(N)=O)nn3)CC2)n1	2.5	.	2.1	0.2	15.8	-0.7	-5.4	-15.8	-1.3	-1.5	106.6
COc1ccc(C2CC(c3ccc(Cl)cc3)n3nc(N)nc3N2)cc1 (configuration not stated)	2.2	.	10.6	-11.2	17.2	-1.0	-3.9	-17.2	-7.9	-7.6	109.3
CSc1ccccc1NC(=O)CSCc1nc2sc(C)c(C)c2c(=O)[nH]1	-0.9	0.1	3.3	-14.6	57.3	-8.2	10.2	-57.3	4.8	-3.4	112.5
Cn1c(C(=O)N2CCCC(C(=O)c3ccc(C(F)(F)F)cc3)C2)cc(=O)n(C)c1=O (configuration not stated)	-1.9	-0.1	6.8	-7.2	4.2	-2.0	-4.0	-4.2	-1.3	-0.6	94.1
COc1ccc(N(C(=O)CNC(=O)c2cccs2)C(C(=O)NCC2CCCO2)c2ccccc2)cc1OC (configuration not stated)	-6.0	-2.4	-2.9	-7.3	-0.1	-5.6	32.3	0.1	-4.4	-8.2	107.0
COc1ccccc1NS(=O)(=O)c1ccc(O)c(C(N)=O)c1	2.1	-0.7	.	3.2	18.7	0.7	5.5	-18.7	23.4	1.8	103.2
COc1ccc(CC(=O)NNS(=O)(=O)c2ccc(F)cc2)cc1	-0.4	-4.2	-5.6	5.8	.	-3.3	-3.7	.	5.0	0.5	.
O=C(NCc1nnc(SCC(=O)N2CCCCC2)o1)c1ccc(F)cc1	-3.4	-2.2	4.3	-5.7	-5.7	3.2	-10.3	5.7	-1.8	0.1	105.9
C[C@H](NC(=O)C1CCN(S(=O)(=O)c2ccccc2)CC1)C(=O)NCc1cccc(C(F)(F)F)c1	-0.6	-2.4	7.5	-3.8	-3.4	2.5	-1.6	3.4	-2.4	-12.3	104.2
O=C(C[C@@H]1C/C=C/CC[C@@H](Cc2ccc(F)cc2)C(=O)OCCNC1=O)N[C@H](CO)Cc1ccccc1	-0.5	.	-5.3	-11.4	-27.7	-5.1	5.1	27.7	0.5	-3.1	109.3
